LDHA block: blocks human lactate dehydrogenase A | P00338 | purified LDHA, NADH/diaphorase-resazurin fluorescence; active compounds read low | activity change, % (values are at about 110 or 230 µM) | 480,000 compounds, 0.15% hits | AID 1347041; in the data active = activity change below about -30%; inconclusive = mostly about -25% to -30%;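 also: plate controls were DMSO wells for no effect and wells without enzyme for full effect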
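Resorufin fluorescence (ex540/em590), read at 0 and 20 min after diaphorase/resazurin addition, reports the NADH left after a 5 min room-temperature reaction of 2 nM human LDH5 with 0.06 mM NADH and 0.2 mM pyruvate.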
APE1 inh: APE1 (human) endonuclease inhibition; 350,000 compounds, 0.35% hits; P27695; Potency, µM (titrated, usually from 65.8 µM), without a hit: top-dose activity change, negative = inhibition, usual class: inhibitors; recombinant APE1, TAMRA/BHQ-2 abasic DNA cleavage fluorescence; AID 2517;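 also: potency is read from the fitted curve at half-maximal effect; plate controls were vehicle for no effect and reference inhibitor for full effect; nearly all actives have a fitted effect of over 55% in size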
Target sequence (P27695 whole entry, looked up): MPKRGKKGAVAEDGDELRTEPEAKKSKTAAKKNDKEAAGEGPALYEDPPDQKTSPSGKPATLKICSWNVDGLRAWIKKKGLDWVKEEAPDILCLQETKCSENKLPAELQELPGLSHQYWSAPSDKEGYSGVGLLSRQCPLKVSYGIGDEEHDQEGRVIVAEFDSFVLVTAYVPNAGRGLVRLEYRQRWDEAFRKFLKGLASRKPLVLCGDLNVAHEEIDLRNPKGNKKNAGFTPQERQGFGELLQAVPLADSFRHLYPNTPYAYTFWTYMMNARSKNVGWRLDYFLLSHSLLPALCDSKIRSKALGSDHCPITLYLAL
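Step 1: APE1 (0.75 nM) with compound, 15 min RT. Step 2: add 50 nM fluorophore/quencher THF duplex. Step 3: three fluorescence reads 60 s apart (525/598 nm); read 3 minus read 1 = reaction progress.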
BLM inh: inhibitors of human Bloom syndrome helicase BLM; P54132; recombinant BLM DNA unwinding, fluorescence dequenching; Potency, µM (series often up to 56.1 µM), without a hit: at the highest dose activity change, negative = inhibition, usual class: inhibitors; 350,000 compounds, 0.2% hits; AID 2528;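 also: potency is read from the fitted curve at half-maximal effect; plate controls were vehicle for no effect and no enzyme for full effect; nearly all actives have a fitted effect of over 35% in size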
POLH inh: inhibitors of human DNA polymerase eta | Q9Y253 | recombinant Pol eta, fluorescent DNA replication assay | Potency, µM (doses to about 114 µM), inactives show at the highest dose activity change, negative = inhibition, hits mostly inhibitors | 390,000 compounds, 1.2% hits | AID 588591; also: potency is read from the fitted curve at half-maximal effect; % is scaled to controls: 0 for no effect and ±100 for the full control effect
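Fluorescent replication assay: 50 nM final substrate added after a 15 min room-temperature compound preincubation with 10 nM enzyme. Signal taken at 0 min and again at 10 min.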
GRP78 ERSR act: ER stress response induction in glioma; Potency, µM, for the others: top-dose activation, most hits filed as activators; U87-MG GRP78 promoter luciferase reporter, 16 h; 420,000 compounds, 0.02% hits; also: potency is read from the fitted curve at half-maximal effect; series mostly up to about 76 µM; % of control where 0% means no effect; nearly all actives have a fitted effect of over 35% in size
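Stably transfected U87-MG glioma cells carrying a GRP78-based luciferase sensor; 16 h compound incubation. Luminescence end-point read 10 min after Bright-Glo addition at room temperature.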
Pol iota inh: inhibitors of human DNA polymerase iota | Pol iota fluorescent replication assay, 10 min | Q9UNA4 | 390,000 compounds, 1% hits | Potency, µM (doses to about 115 µM), for the others: at the top dose activity, negative = inhibition, hits mostly inhibitors | AID 588590; also: potency is read from the fitted curve at half-maximal effect
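Pol iota at 10 nM preincubated 15 min with compounds at room temperature; reaction started with fluorescent substrate, 50 nM final. Fluorescence read kinetically at 0 and 10 min; buffer-only wells as negative control.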
Pol beta inh: inhibitors of human DNA polymerase beta. 340,000 compounds, 1.3% hits. Pol beta primer extension/strand displacement, fluorescence kinetic. Potency, µM (series often up to 114 µM), without a hit: at the highest dose activity change, negative = inhibition, most hits filed as inhibitors; also: potency is read from the fitted curve at half-maximal effect; % is scaled to controls: 0 for no effect and ±100 for the full control effect
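Pol beta (10 nM) and compounds were preincubated 15 min at room temperature, then 50 nM substrate (final) started primer extension/strand displacement. Reads were taken at 0 and 10 min; concentration-response data were fitted to a four-parameter Hill equation.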
Anesthetic bind: candidate novel general anesthetic via apoferritin binding; P02791; apoferritin/1-aminoanthracene competitive binding, fluorescence; Potency, µM (highest dose often 77.5 µM), without a hit: at the highest dose activity change, negative = displacement, usual class: inhibitors; 350,000 compounds, 0.074% hits; also: potency is read from the fitted curve at half-maximal effect; % is scaled to controls: 0 for no effect and ±100 for the full control effect; nearly all actives have a fitted effect of over 20% in size
Target sequence (P02791 2-175 limits assumed): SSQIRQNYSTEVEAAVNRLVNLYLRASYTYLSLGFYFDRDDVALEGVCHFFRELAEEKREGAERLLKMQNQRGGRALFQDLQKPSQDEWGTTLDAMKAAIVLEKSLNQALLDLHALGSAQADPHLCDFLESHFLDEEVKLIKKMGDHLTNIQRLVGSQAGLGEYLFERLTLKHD
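Probe: 1-aminoanthracene (50% saturated, PBS). Protein: horse-spleen apoferritin, 10 uM. Incubation: 10 min, room temperature. Detection: 380 nm excitation, 535 nm emission. Analysis: normalized response, four-parameter Hill.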
POLK inh: DNA polymerase kappa (human) inhibition | purified Pol kappa, fluorescent DNA synthesis assay, 10 min | Potency, µM (top dose mostly 107 µM), for inactives: at the highest dose activity, negative = inhibition, usual class: inhibitors | 400,000 compounds, 0.53% hits; also: potency is read from the fitted curve at half-maximal effect; % is scaled to controls: 0 for no effect and ±100 for the full control effect
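10 nM Pol kappa preincubated 15 min at room temperature with compounds, then reaction started with substrate at 50 nM final. Fluorescence read kinetically at 0 and 10 min; buffer-only wells served as negative control.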
Active calls of the source: *; ? = inconclusive; / = no result given; + = active, no number; & = joins results of further samples; [ ] = dose if it differs, or a comment. Unless noted, calls follow the shape of the dose curve; as a rule, active = well fitted curve in the direction sought with a large enough effect; inconclusive = small, poorly fitted or top-dose-only effect, or another doubt; inactive = no such curve, though single readings can be large; an effect the other way counts as inactive or inconclusive. The list is partial. The share of hits here may be higher or lower than overall.

smiles,LDHA block,APE1 inh,BLM inh,POLH inh,GRP78 ERSR act,Pol iota inh,Pol beta inh,Anesthetic bind,POLK inh
CCOC(=O)c1c(NC(=O)CSc2nncn2C)sc(C)c1C,-10,-2%,-3%,-14%,-1%,32%,0%,-9%,-8%
CCCCNCCOCCOc1ccc(Cl)cc1Br,-18,2%,-7%,-1%,-5%,28%,33%,-11%,-2%
O=c1c2ccc(Cl)cc2nc(-c2ccc([N+](=O)[O-])cc2)n1O,3,8%,-8%,-1%,-6%,12%,5%,-5%,1%
CCOC(=O)c1c(NC(=O)CN2C(=O)C(=O)N(C(C)C)C2=O)sc(C)c1CC,1,-14%,/,-16%,-1%,-21%,/,/,1%
Nc1nnnn1/N=C/c1cc(Cl)cc(Cl)c1OCc1ccc(Cl)cc1Cl,-4,4%,-5%,2%,-4%,10%,-18%,-10%,-6%
Cc1c(C(=O)N(Cc2ccc(Cl)cc2)C2CCS(=O)(=O)C2)oc2ccccc12 (stereo unspecified),-2,-10%,-8%,-18%,-6%,195%[activator],-29%,2%,0%
COc1cc2c(cc1OC)CN(C(=O)Cc1ccccc1)CC2,-5,-7%,-13%,-14%,-3%,52%[activator],5%,4%,-19%
COC(=O)c1ccc(Cn2nc(C)cc2C)cc1,-3,2%,-2%,-14%,-1%,17%,5%,-11%,-13%

Gathered by group, the entries above containing four or more nitrogen atoms.
smiles,LDHA block,APE1 inh,BLM inh,POLH inh,GRP78 ERSR act,Pol iota inh,Pol beta inh,Anesthetic bind,POLK inh
CCOC(=O)c1c(NC(=O)CSc2nncn2C)sc(C)c1C,-10,-2%,-3%,-14%,-1%,32%,0%,-9%,-8%
Nc1nnnn1/N=C/c1cc(Cl)cc(Cl)c1OCc1ccc(Cl)cc1Cl,-4,4%,-5%,2%,-4%,10%,-18%,-10%,-6%

Carrying on:
smiles,LDHA block,APE1 inh,BLM inh,POLH inh,GRP78 ERSR act,Pol iota inh,Pol beta inh,Anesthetic bind,POLK inh
Cc1ccc(S(=O)(=O)N2CCOCC2)cc1C(=O)N1CCCC1,-7,1%,-4%,-7%,-1%,?,-14%,-1%,-4%
COC(=O)c1cccc(N(C(=O)CNC(=O)c2cccs2)C(C(=O)NCC2CCCO2)c2ccc(OC)c(OC)c2)c1 (stereo unspecified),-4,25%[12.4 µM],-2%,-22%,-1%,33%[activator],0%,-14%,1%
COc1cc(CN2CCN(Cc3ccc([N+](=O)[O-])cc3)CC2)c([N+](=O)[O-])cc1OC,4,-4%,0%,0%,-4%,4%,0%,?,11%
CC(C)CCN1CC(O)=C(c2nc(-c3ccc(Cl)cc3)cs2)C1=N,-4,3%,-5%,?,1%,-8%,-29%,-10%,-7%
Cc1cc(C)c(Cn2c(C)c(CNCc3ccccc3C)c(C(=O)O)c2C)c(C)c1,4,/,5%,-16%,-3%,15%,24%,?,-1%
Nc1cc(=O)nc(SCC(=O)N2CCN(c3ccccc3)CC2)n1-c1ccccc1,-1,18%,-5%,-12%,-5%,6%,19%,-6%,-8%
O=C1c2ccccc2C(=O)N1c1nccs1,-10&0,/,/,-2%,-1%,-20%,/,/,-7%
COc1ccc(S(=O)(=O)N2CCC(C(=O)N[C@@H](C)C(=O)NCc3cccc(OC)c3)CC2)cc1,-1,62%[activator],2%,-11%,1%,42%[activator],-20%,-6%,9%

New compounds follow.
smiles,LDHA block,APE1 inh,BLM inh,POLH inh,GRP78 ERSR act,Pol iota inh,Pol beta inh,Anesthetic bind,POLK inh
O=C(N/N=C/c1ccccn1)c1ccncc1,0,12%,-3%,-1%,1%,?,-8%,8%,-18%
CN1/C(=C\C=[N+](C)c2ccccc2)C(C)(C)c2ccccc21,-3,2%,2%,-2%,-6%,2%,32%[activator],-22%,1%
N#Cc1ccc(NC(=O)c2ccc3c(c2)nnn3C2CCCC2)cc1,2,/,-4%,-11%,-4%,14%,8%,-13%,5%
CCCSc1ncnc2c1c(-c1ccccc1)cn2-c1ccccc1OC,-10,/,-9%,-10%,-4%,-26%,13%,84%[activator],-2%
O=c1c(O[C@@H]2O[C@H](CO)[C@@H](O)[C@H](O)[C@H]2O)c(-c2ccc(O)cc2)oc2cc(O)cc(O)c12,8,?,0%,4%,-3%&-7%,?,/,-2%,-25%
CC(c1ccccc1)n1c(NCCCn2ccnc2)nc2c1c(=O)[nH]c(=O)n2C (stereo unspecified),16,15%,-1%,/,/,/,3%,-6%,/
CCOCCCNC(=O)C1CCN(c2nc3ccc(Cl)cc3[nH]2)CC1,-10,/,-1%,-20%,-1%,19%,-21%,?,0%[60.1 µM]
Cc1cc(O)c(C=Nc2ccc(N3CCOCC3)cc2)c(C)c1Cl,-4,17%,-5%,-11%,-4%,42%[activator],-13%,-15%,-2%

Further compounds follow.
smiles,LDHA block,APE1 inh,BLM inh,POLH inh,GRP78 ERSR act,Pol iota inh,Pol beta inh,Anesthetic bind,POLK inh
C=CCn1c(SCC(=O)Nc2ccc(OC)cc2)nc2ccccc2c1=O,2,46%[activator],-1%,-18%,0%,77%[activator],-15%,-2%,-1%
COc1ccc(CCNc2c(C)c(C)nc3ncnn23)cc1,1,-1%,-3%,-8%,3%,1%,-18%,-6%,-21%
Cc1ccnc(NC(=O)c2ccc3c(c2)OCO3)c1,-2,5%,1%,-2%,-11%,140%[activator],3%,-10%,-10%
NNC(=O)CSCc1nc(-c2ccc(Cl)cc2)cs1,-6,0%,-11%,-21%,1%,40%[activator],14%,1%,-6%
COc1ccc(CCNc2nc(C)c(C(C)=O)s2)cc1OC,-5,15%,-1%,-18%,2%,?,0%,-7%,-2%
CC(C)(C)OC(=O)NCc1ccc(NC(=O)c2nc[nH]c2C(=O)NCCCCCCNC(=O)c2[nH]cnc2C(=O)Nc2ccc(CNC(=O)OC(C)(C)C)cc2)cc1,-5,11%,/,36%[activator],-1%,1%,/,/,-10%
CCOC(=O)c1ccc(NC(=O)COc2ccc(S(=O)(=O)NC(C)(C)C)cc2)cc1,-1,-1%,-2%,-6%,-5%,21%,-2%,-11%,-1%
CCc1ccc(NC(=O)COCc2cc(-c3ccc(F)cc3)on2)cc1,-17,/,-3%,-15%,-2%,13%,22%,?,-4%

Part of the list above, with two lines to a compound.
Second line of a record – LDHA block, APE1 inh, BLM inh, POLH inh, GRP78 ERSR act, Pol iota inh, Pol beta inh, Anesthetic bind, POLK inh
> C=CCn1c(SCC(=O)Nc2ccc(OC)cc2)nc2ccccc2c1=O
  2, 46%[activator], -1%, -18%, 0%, 77%[activator], -15%, -2%, -1%
> CC(C)(C)OC(=O)NCc1ccc(NC(=O)c2nc[nH]c2C(=O)NCCCCCCNC(=O)c2[nH]cnc2C(=O)Nc2ccc(CNC(=O)OC(C)(C)C)cc2)cc1
  -5, 11%, /, 36%[activator], -1%, 1%, /, /, -10%
> COc1ccc(CCNc2nc(C)c(C(C)=O)s2)cc1OC
  -5, 15%, -1%, -18%, 2%, ?, 0%, -7%, -2%
> CCOC(=O)c1ccc(NC(=O)COc2ccc(S(=O)(=O)NC(C)(C)C)cc2)cc1
  -1, -1%, -2%, -6%, -5%, 21%, -2%, -11%, -1%

(continued)
smiles,LDHA block,APE1 inh,BLM inh,POLH inh,GRP78 ERSR act,Pol iota inh,Pol beta inh,Anesthetic bind,POLK inh
Nc1c(Cl)cc(-c2csc(N3CCCC3c3nc4cc(Cl)c(N5CCCCC5)cc4n3CCCO)n2)cc1Cl (stereo unspecified),-3,/,/,-8%,-3%,-1%,/,/,-4%
Cc1c(C(=O)N2CCCC2)c(S(=O)(=O)N2CCCCC2)c(C)n1C,-6,-5%,-2%,14%,-1%,11%,11%,-4%,-21%
O=C(Nc1cccc(C(F)(F)F)c1)Nc1ccc2snnc2c1,0,/,-6%,-16%,3%,34%[activator],?,-11%,-19%
CCn1c(C)csc1=NC(=O)c1ccccc1,-2,0%,-1%,-7%,6%,-6%,9%,-11%,0%
COc1cccc(NS(=O)(=O)c2ccc3[nH]cc(C(=O)N(C)Cc4ccco4)c(=O)c3c2)c1,-2&0,?,0%&0%,?,-2%&-2%,79µM*,?,-7%&-18%,?
O=C(NCc1ccco1)C(c1ccccc1)N(CC1CCCO1)C(=O)Cn1nnc2ccccc21 (stereo unspecified),-13,-1%,-16%,-10%,-1%,3%,-7%,-16%,-11%
CC(C)(C)OC(=O)N1CCC(c2c(C(=O)NCC3CCN(C4CCCC4)C3)cnn2-c2ccccc2Cl)CC1 (stereo unspecified),-1,-19%,-7%,-25%,-6%,16%,21%,-18%,-2%
Cc1ccc2c(c1)N(C(=O)Nc1cccc3c1CCCC3)CC(C)O2 (stereo unspecified),0,/,0%,-18%,-3%,7%,12%,?,-3%

(next part)
smiles,LDHA block,APE1 inh,BLM inh,POLH inh,GRP78 ERSR act,Pol iota inh,Pol beta inh,Anesthetic bind,POLK inh
CC1CCN(C(=O)CCN2C(=O)/C(=C/c3cccs3)SC2=S)CC1,-1,14%,-6%,-4%,-2%,-13%,8%,-10%,-4%
Cn1ncc2c(NNC(=O)c3ccc(O)cc3)ncnc21,2,0%,3%,-21%,-1%,37%[activator],-13%,-1%,-3%
COc1cc(-c2nc(CN3CCN(c4ncccn4)CC3)c(C)o2)ccc1F,0,-2%,-3%,-16%,5%,129%[activator],0%,-10%,0%
Cc1cc(C)cc(OCC(=O)NC(C)c2ccccc2)c1 (stereo unspecified),-1,+,-27%,-5%,-2%,40%[activator],-23%,2%,-3%
Fc1ccc(Nc2ncnc3sc4c(c23)CCC4)cc1F,-6,1%,3%,-2%,-4%,9%,14%,-9%,-3%
CN1C[C@@H]2[C@@H]3C(=O)N(C)C(=O)[C@@H]3[C@](Cc3ccccc3)(C1=O)N2C(=O)c1ccc(Cl)cc1,-2,/,/,-15%,-2%,47%[activator],/,/,-19%
COc1ccc(NC(=O)CSc2nnc(-c3cccnc3)n2C)cc1,-18,5%,1%,30%[activator],-1%,9%,-24%,4%,-5%
COc1ccc(Br)c2oc(S)cc(=O)c12,-6,-1%,-4%,-6%,3%,?,7%,4%,-10%
